Screening data: PubChem BioAssay, National Center for Advancing Translational Sciences (NCATS)
Pf Dd2 growth: Plasmodium falciparum Dd2 growth inhibition. P. falciparum Dd2 growth, SYBR Green, 72 h. Potency, µM (titrated, usually from 28.9 µM), without a hit: top-dose activity, negative = inhibition, most hits filed as inhibitors. 4.3% of 120,000 active; active means well fitted inhibition curve with a large enough effect; inconclusive means small, poorly fitted or top-dose-only effect; inactive means no such curve, though single readings can be large or run the other way;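 further: plate controls were DMSO vehicle for no effect and reference drug for full effect; nearly all actives have a fitted effect of over 65% in size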
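Infected erythrocytes (Dd2, 0.3% parasitemia, 2.5% hematocrit final) are added to compound in RPMI-1640/Albumax II medium, grown 72 h at 37C in low oxygen, then lysed with saponin/Triton-X containing SYBR Green and read by fluorescence.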
Numbers without * were called inactive; i = inactive; ? = inconclusive; [ ] = remark or other dose. Potency means the concentration at half of the fitted maximal effect. The list is partial, so the mix of outcomes need not match the whole.

A first look:
SMILES	Pf Dd2 growth
COc1ccccc1N1CCN(c2ncnc3c2nnn3C)CC1	i
Cc1cc(C)cc(NC(=O)N2CCC(OC3CCN(S(C)(=O)=O)CC3)CC2)c1	-6%
CC[C@H]1CN(C(=O)Nc2cccc(C(F)(F)F)c2)CC[C@H]1CC(=O)O	i
COc1ccc(NC(=O)c2noc3c2CSc2ccccc2-3)cc1Cl	-24%
COc1cccc(C(=O)N2CCC(N(Cc3ccccc3)C3CCOCC3)CC2)c1	?
O=C(N1CCC(C(=O)N2CCc3ccccc32)CC1)N1CC2CC(C1)[C@H]1CCCC(=O)N1C2 (stereo not given in full)	i

The list itself, repeating the preview:
SMILES	Pf Dd2 growth
COc1ccccc1N1CCN(c2ncnc3c2nnn3C)CC1	i
Cc1cc(C)cc(NC(=O)N2CCC(OC3CCN(S(C)(=O)=O)CC3)CC2)c1	-6%
CC[C@H]1CN(C(=O)Nc2cccc(C(F)(F)F)c2)CC[C@H]1CC(=O)O	i
COc1ccc(NC(=O)c2noc3c2CSc2ccccc2-3)cc1Cl	-24%
COc1cccc(C(=O)N2CCC(N(Cc3ccccc3)C3CCOCC3)CC2)c1	?
O=C(N1CCC(C(=O)N2CCc3ccccc32)CC1)N1CC2CC(C1)[C@H]1CCCC(=O)N1C2 (stereo not given in full)	i
Cc1ccc2[nH]c(CSc3nnc(NC(=O)COc4ccc(F)cc4)s3)cc(=O)c2c1	63%[activator]
CNC(=O)[C@@H](c1ccccc1)N1CCC[C@H]1C(=O)NCCc1c[nH]c2ccccc12	i
CC(C)Oc1cccc(-c2nnc(CCC(=O)NCCc3cccs3)c(=O)[nH]2)c1	3%
COc1ccc(CN2CC3(CCN(C(=O)Nc4ccccc4F)CC3)C2=O)cc1	i
Cc1cccc(CNC(=O)CCn2ccn3nc4c(c3c2=O)CCCC4)c1	-19%
COC(=O)c1scc(-c2ccc(C)cc2)c1S(=O)(=O)Nc1cc(C)ccc1OC	?
COc1ccc(C(=O)N2CCCn3ccnc3C2c2cnn(C)c2)cn1 (stereo not given)	10%
Cc1ccc2nc(CO[C@H]3CN(Cc4cn(C)c5ccccc45)C[C@H]3F)[nH]c2c1	-14%[44.1 µM]
CS(=O)(=O)N1CCC(NC(=O)CCc2cc3n(n2)CCCNC3)CC1	1%
NC(=O)CN1CCC(C(=O)NCc2cc(-c3ccc(Cl)cc3)on2)CC1	i
Fc1cccc(-c2cnc(Nc3cccnc3)c3c2CCO3)c1	?
Cc1ccc(CN2C(=O)COC[C@H]2C(=O)NCc2ccco2)cc1	49%[activator]
CCCOc1ccc(CNC(=O)Cn2ncn3c(cc4sc(CC)cc43)c2=O)cc1	22%
CCOC(=O)Cc1csc(NC(=O)C2CC(=O)N(c3n[nH]c4cccc(F)c34)C2)n1 (stereo not given)	-1%
CN(C)c1nc2c(c(=O)[nH]1)CCN(Cc1ccc(F)cc1F)CC2	1%[5.79 µM]
COC(=O)c1ccc(NC(=O)c2cccc3c2C(=O)N(C2CCCCC2)C3)cc1	17%
Cc1ccc(C)c(N2CCN(S(=O)(=O)c3ccc(F)c(C(=O)Nc4ccc(Cl)cc4Cl)c3)CC2)c1	-25%
COc1ccc(NC(=O)C(=O)c2cc(C)n(-c3ccc(C)cc3)c2C)cc1Cl	?
O=C(Cn1c(=O)oc2ccccc21)N1CC2CC(C1)[C@H]1CCCC(=O)N1C2 (stereo not given in full)	1%

Brought forward from above: 2 entries; new compounds follow.
SMILES	Pf Dd2 growth
COc1ccc(NC(=O)C(=O)c2cc(C)n(-c3ccc(C)cc3)c2C)cc1Cl	?
O=C(Cn1c(=O)oc2ccccc21)N1CC2CC(C1)[C@H]1CCCC(=O)N1C2 (stereo not given in full)	1%
Cc1occc1C(=O)N1CC[C@@H]2CN(S(C)(=O)=O)[C@@H]2C1	24%
CCOC(=O)C1CCCN(C(=O)c2ccc3c(c2)sc2nc(-c4cccc(OC)c4)cn23)C1 (stereo not given)	?
COc1ccc(OC)c(NC(=O)Cc2c(C(=O)O)[nH]c3ccc(Cl)cc23)c1	14%
COc1ccc(C(=O)NC[C@H]2C[C@@H]3CCN2C[C@@H]3c2cc(-c3cccs3)nn2C)cc1	i
CCN1CCC(CC(=O)N2CCCC3(C=Cc4ccccc4O3)CC2)CC1 (stereo not given)	?
Cc1cccc(OCCc2noc(C3CCN(C(=O)C4CCCC4)C3)n2)c1 (stereo not given)	?
N#Cc1cccc(-c2cn3c(n2)N(C(=O)c2cccnc2)CCC3)c1	i
O=C(Cn1c(=O)nc(-c2ccccc2)c2ccccc21)NCc1ccc(F)cc1	9%
CN(C)C[C@@H]1CN(C2CCOCC2)C[C@H]1NC(=O)c1cccc(Cl)c1	?
COCc1ccc(CN2CCCC(C(=O)Nc3cccc(-n4cccn4)c3)C2)o1 (stereo not given)	?
O=C(c1cc(-c2ccccc2)n[nH]1)N1CC2CC(C1)[C@H]1CCCC(=O)N1C2 (stereo not given in full)	-11%
Cc1ccc(-c2cc(C(=O)Oc3ccc(C#N)cc3)no2)cc1	22%
COc1ccc(CC(=O)NC2CCCc3c2[nH]c2ccc(F)cc32)cc1OC (stereo not given)	-16%
CN(C)S(=O)(=O)CCCN1CC[C@@H](NC(=O)c2ccccn2)[C@H](O)C1	8%
O=C(c1cccs1)C1CCCN(Cc2nc(CCc3ccccc3)no2)C1 (stereo not given)	-18%
Cc1ccc(-c2noc(CCC(=O)N(C)c3ccccc3F)n2)cc1	?
Cc1ccccc1S(=O)(=O)N1CCn2c(n[nH]c2=O)C1	-10%
COc1cc(/C=C/c2nc(C#N)c(N3CCCCCC3)o2)cc(OC)c1OC	-24%
CCc1noc(-c2cn(C3CCN(C(=O)c4cc(C)ccc4C)CC3)nn2)n1	i
O=C(CCc1ccccc1)N1CCOc2ccc(CN3CCc4ccccc4C3)cc2C1	?
COc1cc2c(cc1OC1CCCC1)NC(=O)C21CCN(Cc2cccnc2)CC1	?
Cc1cccc(C(=O)N2CCCN(S(=O)(=O)c3ccccc3)CCC(=O)NCC2)c1	-15%
CC(=O)N1CCc2nn(CC(=O)Nc3ccccc3Cl)c(=O)cc2C1	-19%
O=C(Nc1ccccn1)[C@@H]1C[C@@H](c2ccc(F)cc2)N(Cc2ccccc2)C1	?
Cc1cn2nc(C(=O)N3CCN(c4ccccc4)CC3)cc2c(N2CCCC2)n1	i
More structures follow.
SMILES	Pf Dd2 growth
O=C(NCCc1ccc(Cl)cc1)c1ccc2c(c1)N(Cc1cccc(Cl)c1)C(=O)c1ccccc1S2(=O)=O	?
Cc1ccc(-c2ncc(C(=O)N(C)Cc3nc(CC(C)C)no3)c(=O)[nH]2)cc1	-1%
COc1ccc(C2Cn3nnc(-c4nc(-c5ccc(Br)cc5)no4)c3CO2)cc1 (stereo not given)	-19%
Cc1ccc(S(=O)(=O)N[C@H]2CO[C@H]3[C@@H]2OC[C@H]3OCC(N)=O)cc1	9%[44.1 µM]
O=C1COC[C@H]([C@H](O)c2ccc(NC(=O)c3ccccc3)cc2)N1	15%[44.1 µM]
CN(Cc1cccnc1)C(=O)c1cn(Cc2ccccc2C(F)(F)F)nn1	-5%
CN1C(=O)COC[C@@H]1[C@H](O)c1ccc(NC(=O)c2cccc(C#N)c2)cc1	3%[44.1 µM]
COc1ccc(CCC(=O)N2[C@H]3CC[C@@H]2c2cnc(C)nc2C3)cc1	12%
Cc1ccc(CNC(=O)N2CCCN(S(=O)(=O)c3ccccc3)CCC(=O)NCC2)cc1	?
CC(=O)Nc1ccc(-c2ccc(=O)n3c2[C@@H]2C[C@@H](CN(S(=O)(=O)c4ccc(F)cc4)C2)C3)cc1	?
COc1ccc(C(=O)N2CC[C@H]3C(=O)NCCCCCCN(Cc4ccncc4)[C@@H]3C2)c(OC)c1	i
CCc1ccc(CN2CCC3(CC2)Cc2ccccc2CNC3=O)cc1	?
O=C(CCC1CCCN(S(=O)(=O)c2ccccc2)C1)NC1CCS(=O)(=O)C1 (stereo not given)	2%
CN1CC(=O)N(C2CCCCC2)Cc2c(NCc3cccs3)ncnc21	-12%
CCc1ccc(CNC(=O)Cc2ccc(NC(=O)N3CCSc4ncccc43)cc2)cc1	i
CN(Cc1ccccc1)C(=O)[C@@H]1Cc2nc[nH]c2CN1C	-21%[44.1 µM]
c1ccc(CCCCn2ccnc2-c2cc3n(n2)CCCNC3)cc1	i
Cc1noc(C)c1C(=O)N[C@@H]1CN(c2ccncn2)C[C@H]1CN(C)C	-8%
OC[C@@H]1CN(Cc2cccnc2)C[C@H]1c1ccncc1	i
COc1ccc(C(=O)N2CCC3(CC2)CC(=O)c2ccccc2O3)cc1	?
CC1(COc2cccnc2)COc2ccc(C(=O)NCc3cnccn3)cc2N1 (stereo not given)	1%[44.1 µM]
O=C(CSc1ccc2nc(-c3ccccc3)cn2n1)Nc1ccccc1	-7%
O=C(CCc1nc(C2=CCN(Cc3cccc(Cl)c3)CC2)no1)Nc1ccccc1F	-4%
Cc1ccc(-c2nc(C(=O)N3CCN(c4ccc(Cl)cc4)CC3)no2)cc1	-4%
Cc1cccc(CN2CCn3c(nnc3[C@@H]3C[C@@H](O)CN3Cc3cccnc3)C2)c1	-16%

A draw from above in order of molecular weight, largest number first:
SMILES	Pf Dd2 growth
Cc1ccc(-c2nc(C(=O)N3CCN(c4ccc(Cl)cc4)CC3)no2)cc1	-4%
CN1CC(=O)N(C2CCCCC2)Cc2c(NCc3cccs3)ncnc21	-12%
CN1C(=O)COC[C@@H]1[C@H](O)c1ccc(NC(=O)c2cccc(C#N)c2)cc1	3%[44.1 µM]

Following part
SMILES	Pf Dd2 growth
O=C1[C@@H]2C[C@@H](O)CN2C2(CN(Cc3ccccc3Cl)C2)C(=O)N1Cc1ccccc1F	-25%
Cc1ccc(CCNC(=O)c2ccc3c(Cl)c4c(nc3c2)CCCC4)cc1	-4%
CCCN(CC1CCOC1)S(=O)(=O)c1ccc(F)c(C)c1 (stereo not given)	93%[activator][5.79 µM]
O=c1cc(N2CCN(c3ccc(F)cc3)CC2)[nH]c(=O)n1-c1ccc(Br)cc1	11%
COc1ccc(CNC(=O)CCC(=O)N2CC3CCCN3c3ccccc32)cc1 (stereo not given)	i
Cc1nc([C@@H]2CN(C(=O)c3ccc(Br)o3)C[C@H]2C(N)=O)n[nH]1	-5%
CCOC(=O)c1c(C)oc2ncnc(NCCCN3CCN(c4cc(C)ccc4C)CC3)c12	?
CC(C)n1cc(CN(C)C(=O)c2cc(COc3ccccc3)on2)cn1	-13%
Cn1c(Cn2cccn2)nnc1C1CCCN(c2nccc(N)n2)C1 (stereo not given)	-7%
CCN1CCN(c2cc(C)c3cc(NC(=O)c4cccc(Cl)c4)ccc3n2)CC1	1.6µM*
Cc1ccc(C(=O)N2CCC(c3nn(C)c(=O)[nH]3)CC2)cc1	7%[44.1 µM]
O=C(c1ccc2c(c1)N(Cc1ccc(Cl)cc1)C(=O)c1ccccc1S2(=O)=O)N1CCC(Cc2ccccc2)CC1	-6%
Cc1oc(-c2cccc(Cl)c2)nc1CN1CCCC(C(=O)NCc2ccc(Cl)cc2)C1 (stereo not given)	-10%
COc1ccc2cc(CCNS(=O)(=O)c3ccc(C)cc3)c(=O)[nH]c2c1	7%
CCOc1cc2[nH]c(=O)n(CCCCC(=O)N3CCN(c4ccccc4OC)CC3)c(=O)c2cc1OCC	?
COc1ccc(CN2CC[C@H](c3nnc(-c4cccnc4)o3)C2)c(O)c1	i
C[S+](=O)([O-])N1CCCC2(Cc3ccccc3CN2C(=O)c2ccc(Cl)cc2)C1 (stereo not given)	?
O=C(N[C@@H]1CN(Cc2ccccc2)C[C@H]1CO)c1ccco1	-5%
Cc1ccc(C(=O)NC2CCN(c3cnn(CC4CC4)c(=O)c3)CC2)s1	?
O=C1CO[C@H](c2ccc(NS(=O)(=O)c3ccccc3)cc2)[C@@H](CO)N1	-1%[44.1 µM]
CC(C)NC(=O)N1CCC2(CC1)NCCc1c2[nH]c2ccccc12	i
O=C(Nc1ccccc1F)N1CCOC(c2ccc(Cl)cc2)C1 (stereo not given)	-7%
O=C(NC1CCN(c2cc(-c3cccs3)[nH]n2)CC1)c1ccccc1	i
COc1cc(OC)cc(C(=O)Nc2ccc(-c3nc4ccccc4s3)cc2C)c1	-1%
CC(C)(C)CC(=O)Nc1nc2c(s1)C[C@@H]1[C@](C)(CO)[C@H](O)CC[C@@]1(C)[C@@H]2CC(=O)NCc1ccco1	i
Next section:
SMILES	Pf Dd2 growth
Cc1ccc(C(=O)N2CCC3(CC2)COc2ccccc2NC3=O)cc1	-15%
COc1ccc(-c2cn(C)c(=O)n3cc(COc4ccccc4)nc23)c(C(F)(F)F)c1	i
Cc1ccc(NC(=O)CSc2ncc3c(n2)-c2ccc(Cl)cc2N(C)S3(=O)=O)cc1F	i
CCOc1ccccc1N(C)C(=O)c1cc(S(=O)(=O)NCCc2ccc(Cl)cc2)ccc1F	2%
Cc1cc(N2CCN(C)CC2)nc2ccc(NC(=O)Nc3ccc(F)cc3)cc12	?
COc1ccc(NC(=O)c2nnn(CC(=O)Nc3ccc(C)c(C)c3)c2N)cc1OC	4%
CN1CC(=O)N(C2CCC2)Cc2c(NCCO)ncnc21	-5%[44.1 µM]
CS(=O)(=O)N1CCN2C(=O)N(C3CCCCC3)C[C@H]2C1	15%[44.1 µM]
COc1ccc(C(=O)N2CCCC3(C2)C(=NC2CCCC2)NC(=O)N3c2cccnc2)cc1 (stereo not given)	10%
CCCC1=Nc2cc(C(=O)NCCc3ccc(OC)c(OC)c3)ccc2Sc2ccc(C)cc21	10µM*
CC(=O)N1CC(CO)C2(CCN(C(=O)c3cccc(Br)c3)CC2)C1 (stereo not given)	30%
O=C(NCC(c1ccc2c(c1)OCO2)N1CCN(c2ccccc2)CC1)C(=O)Nc1ccc(F)cc1 (stereo not given)	9%

Nothing new here: an excerpt of the list.
SMILES	Pf Dd2 growth
CC(=O)N1CC(CO)C2(CCN(C(=O)c3cccc(Br)c3)CC2)C1 (stereo not given)	30%
O=C(NCC(c1ccc2c(c1)OCO2)N1CCN(c2ccccc2)CC1)C(=O)Nc1ccc(F)cc1 (stereo not given)	9%
